Tau ThT inhib = tau fibrillization inhibition (ThT binding). 2.1% of 270,000 active. Potency, µM (series often up to 57.4 µM), for inactives: at the highest dose activity, negative = inhibition, hits mostly inhibitors. recombinant tau K18 P301L (four-repeat tau fragment), heparin-induced fibrillization, ThT fluorescence. P10636; note: nearly all actives have a fitted effect of over 55% in size
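Aggregation was driven by heparin (20 uM final) acting on recombinant tau […] bearing P301L in 100 mM sodium acetate pH 7; fibrils were detected with Thioflavin T.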
RECQ1 helicase = RECQ1 (human) helicase inhibition | P46063 | RECQ1 DNA unwinding, red fluorescence kinetic read | Potency, µM (highest dose often 57.3 µM), inactives show top-dose activity, negative = inhibition, most hits filed as inhibitors | 0.54% of 240,000 active | AID 2549;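 note: plate controls were vehicle for no effect and no enzyme for full effect; nearly all actives have a fitted effect of over 30% in size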
Target sequence (P46063 whole entry, looked up): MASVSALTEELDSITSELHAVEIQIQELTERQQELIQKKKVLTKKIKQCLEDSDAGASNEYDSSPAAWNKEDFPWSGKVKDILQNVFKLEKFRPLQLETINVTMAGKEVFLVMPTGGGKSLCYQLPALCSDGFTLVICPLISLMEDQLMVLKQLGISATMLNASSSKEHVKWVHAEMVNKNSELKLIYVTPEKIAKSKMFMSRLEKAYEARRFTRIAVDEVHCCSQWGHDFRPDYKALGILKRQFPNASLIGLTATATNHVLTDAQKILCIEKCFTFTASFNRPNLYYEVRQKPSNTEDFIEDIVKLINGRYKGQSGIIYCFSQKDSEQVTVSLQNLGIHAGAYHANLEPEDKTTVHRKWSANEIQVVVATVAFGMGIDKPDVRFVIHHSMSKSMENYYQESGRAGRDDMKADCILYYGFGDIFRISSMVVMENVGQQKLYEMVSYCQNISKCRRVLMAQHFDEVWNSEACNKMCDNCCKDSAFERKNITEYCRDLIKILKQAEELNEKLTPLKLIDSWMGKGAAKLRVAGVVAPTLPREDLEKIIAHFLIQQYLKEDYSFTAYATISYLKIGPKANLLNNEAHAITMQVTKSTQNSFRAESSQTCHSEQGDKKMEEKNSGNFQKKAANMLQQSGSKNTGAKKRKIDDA
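50 nM RECQ1T1 preincubated 15 min with compound in Tris pH 8.0 buffer with MgCl2, DTT, Tween-20 and 2.5 ug/ml poly(dI-dC); started with 200 nM TAMRA/BHQ-2 forked duplex and 2 mM ATP. Unwinding read as fluorescence (525/598 nm), two reads 2 h apart.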
TRb SRC2 PPI = inhibitors of human thyroid hormone receptor beta-SRC2 interaction; P10828; TRbeta-SRC2 peptide binding, fluorescence polarization; receptor liganded with 1 µM T3; Potency, µM (highest dose often 106 µM), for the others: at the top dose activity change, negative = inhibition, usual class: inhibitors; 0.065% of 280,000 active; AID 1469;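 note: plate controls were bound peptide for no effect and peptide without receptor for full effect; nearly all actives have a fitted effect of over 50% in size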
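Quantitative HTS by FP: 0.6 uM TRb LBD, 20 nM labeled SRC2 20-mer, 1 uM T3, 5% DMSO; 5 hr ambient incubation; % activity per concentration and potencies from concentration series.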
RGS12 GoLoco inh = inhibitors of human Gai1-RGS12 GoLoco interaction (red fluorophore) | Gai1:RGS12 GoLoco peptide FP, rhodamine, 10 min | Potency, µM (top dose mostly 61.6 µM), without a hit: top-dose activity, negative = inhibition, most hits filed as inhibitors | P63096 | 0.44% of 230,000 active | AID 880; active = well fitted inhibition curve with a large enough effect, not every such curve was filed as active; inactive = no such curve, though single readings can be large or run the other way; note: nearly all actives have a fitted effect of over 30% in size; many of its hits are not listed in these tables
Tau FP inhib = tau fibrillization inhibition (FP); P10636; K18 P301L tau heparin fibrillization, Alexa594 FP, 6 h; Potency, µM (doses to about 57.7 µM), inactives show at the highest dose activity, negative = inhibition, usual class: inhibitors; 0.39% of 280,000 active; note: nearly all actives have a fitted effect of over 55% in size
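Steps: dispense K18 P301L tau (15 uM plus 0.24 uM Alexa 594 tracer, final) in pH 7 sodium acetate; add compound; add heparin (20 uM final); incubate 6 hr, 37 C; add ThT (30 uM final); after 1 hr ambient, read FP.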
TR SRC2 fluor cs = Texas Red fluorescence interference in TRb-SRC2 counter-screen | Potency, µM (top dose mostly 106 µM), inactives show top-dose fluorescence change, negative = quenching | 0.29% of 280,000 active | TRb/SRC2 Texas Red total fluorescence interference | AID 1479; active = well fitted curve in either direction with a large enough effect; inconclusive = small, poorly fitted or top-dose-only effect
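Flags fluorescent or light-absorbing compounds by total fluorescence, S + 2P, at 555 nm excitation and 632 nm emission. Mixture: 20 nM Texas Red SRC2 peptide, 0.6 uM human TRb LBD, 1 uM T3, 5% DMSO; compound exposure 5 h at ambient temperature.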
L3MBTL1 block = blocks human L3MBTL1 | Q9Y468 | AlphaScreen L3MBTL1–H3K9me1 peptide binding | Potency, µM (series often up to 57.1 µM), inactives show at the highest dose activity, negative = inhibition, most hits filed as inhibitors | 0.66% of 230,000 active; note: nearly all actives have a fitted effect of over 60% in size
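Read-out is AlphaScreen signal from streptavidin donor and nickel chelate acceptor beads (10 ug/mL final each) bridging L3MBTL1 (50 nM) and biotinylated K9-monomethylated H3(1-15) peptide (75 nM), after 30 min compound exposure at room temperature.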
KDM4E inh = JMJD2E (human) inhibition. Potency, µM (series often up to 57.1 µM), for inactives: at the highest dose activity change, negative = inhibition, actives largely listed as inhibitors. B2RXH2. AID 2147. 1.6% of 230,000 active. JMJD2E catalytic domain, FDH-coupled NADH fluorescence (FDH is formaldehyde dehydrogenase); active = well fitted inhibition curve with a large enough effect, not every such curve was filed as active; inconclusive = small, poorly fitted or top-dose-only effect, or another doubt; inactive = no such curve, though single readings can be large or run the other way;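 note: 0% = wells with enzyme and -100% = buffer wells without enzyme; nearly all actives have a fitted effect of over 50% in size; many of its hits are not listed in these tables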
Target sequence (B2RXH2 1-337 limits assumed): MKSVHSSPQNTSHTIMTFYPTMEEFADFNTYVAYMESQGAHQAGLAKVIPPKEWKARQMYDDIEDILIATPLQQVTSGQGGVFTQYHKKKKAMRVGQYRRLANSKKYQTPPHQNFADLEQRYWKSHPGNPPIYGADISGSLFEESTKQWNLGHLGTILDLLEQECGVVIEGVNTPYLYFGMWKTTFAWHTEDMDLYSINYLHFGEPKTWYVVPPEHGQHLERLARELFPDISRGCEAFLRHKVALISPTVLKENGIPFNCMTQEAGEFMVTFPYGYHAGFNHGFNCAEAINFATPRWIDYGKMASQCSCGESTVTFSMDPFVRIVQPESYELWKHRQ
* hit, by the source's call; i = inactive; ? = inconclusive; · = no result given; [ ] = another dose, or the depositor's remark. Unless noted, calls come from the whole dose curve; as a rule, active = well fitted curve in the direction sought with a large enough effect; inconclusive = small, poorly fitted or top-dose-only effect, or another doubt; inactive = no such curve, though single readings can be large; an effect the other way counts as inactive or inconclusive. Unless noted, % is set by controls: 0 for no effect and ±100 for the full control effect; potency is the fitted concentration of half-maximal effect.

SMILES	Tau ThT inhib	RECQ1 helicase	TRb SRC2 PPI	RGS12 GoLoco inh	Tau FP inhib	TR SRC2 fluor cs	L3MBTL1 block	KDM4E inh
COc1cccc(C2CC(c3cccs3)=NN2C(=O)CSc2nc3ccccc3s2)c1OC (stereo unspecified)	-3%	-7%	9%	19%	?	-1%	-10%	-3%
CCCCNC(=S)N/N=C/c1ccccc1F	-11%	-6%	0%	1%	6%	-23%	4%	8%
COC(C)(C)[C@]12CC(O)(C(C)C)ON1[C@H]1CCCCC1N2O (stereo partly specified)	-13%	-14%	-2%	5%	2%	0%	·	-4%
Cc1ccc(CN2C(=O)c3ccccc3C2C(=O)NCC2CCCO2)cc1 (stereo unspecified)	-8%	-12%	-3%	-18%	7%	2%	·	0%
O=C1CC(c2ccccc2)n2ncnc2N1 (stereo unspecified)	7%	-3%	-16%	-4%	5%	2%	8%	-10%
O=C(COc1ccccc1)NCCc1csc(-c2cccc(F)c2)n1	-6%	·	3%	·	4%	0%	·	·
CCCCC(=O)Oc1cc(C)[nH]c(=O)c1[N+](=O)[O-]	-8%	0%	0%	-24%	1%	-1%	·	-7%
O=C(CSc1nnc(-c2ccc(OC(F)F)cc2)o1)NC(=O)NCc1ccco1	-15%	-12%	-3%	10%	-14%	0%	?	-3%
CCN(C(=O)Cn1nnc2sc(-c3ccccc3)cc2c1=O)c1cccc(C)c1	?	·	-8%	·	?	0%	·	·
O=C(Nc1cccc([N+](=O)[O-])c1)Nc1ccc2c(c1)OCCO2	?	i	-4%	7%	5%	-9%	-6%	-27%
CCOC(=O)c1sc(NC(=O)Nc2ccc(Cl)cc2)cc1C	-15%	-23%	5%	16%	?	-1%	5%	-4%
CC(C)(C)C(=O)Nc1ccccc1N1CCN(C(=O)c2ccc(Cl)cc2)CC1	-17%	-3%	2%	9%	?	0%	8%[11.4 µM]	-3%
Cc1ccc(CNC(=O)Nc2ccccc2)cc1	-1%	-6%	-5%	-8%	2%	-3%	·	-3%
Cc1ccc(CSc2nnc(SCC(=O)N/N=C/C=C/c3ccccc3[N+](=O)[O-])s2)cc1	-7%	i	1%	-4%	17%	-4%	-13%	-9%
Cc1ccc(-c2nnc(Nc3ccc4c(c3)OCO4)c3ccccc23)cc1S(=O)(=O)NCCO	-25%	-9%	4%	5%	?	-2%	-8%	8%
CC(=O)N[C@H](c1ccccc1)[C@@]1(C)C[C@@H]1[C@@H](C)C(=O)Nc1ccc2ccccc2c1	-10%	i	3%	8%	-1%	0%	·	18%
Cc1ccccc1C(=O)n1nc(-c2ccco2)nc1NCc1cccs1	-17%	·	6%	·	-5%	-18%	·	·
CCOc1ccc2c(C)c(C(=O)O)oc2c1OCC	-4%	i	-3%	-4%	6%	-5%	?	?
CC(C)[C@H](Nc1nc(-c2ccccc2)nc2c1oc1ccccc12)C(=O)O	5%	i	4%	9%	5%	-1%	8%	0%
COc1ccc(OC)c(CCNc2ncnc3onc(-c4ccc(F)cc4)c23)c1	-8%	·	-29%	·	-11%	?	·	·
O=C(/C=C/c1ccc(Cl)c([N+](=O)[O-])c1)Nc1cccc(NC(=O)c2ccco2)c1	?	4%	-4%	1%	3%	-1%	2%	-3%
Cc1cc(C)n(-c2nc(NCCN(C)C)c3c4c(sc3n2)CCCC4)n1	?	-9%	-4%	-11%	0%	-1%	-2%	?
CCc1ccc(S(=O)(=O)NCc2csc(-c3cccnc3)n2)s1	5%	8%	13%	16%	3%	2%	-29%	0%
COc1cccc(C(=O)Nc2ccccc2OCc2cc(=O)n3cc(C)ccc3n2)c1	0%	·	4%	·	-4%	0%	·	·
COc1cccc(OC)c1C(=O)Nc1ccc(S(=O)(=O)Nc2nccc(C)n2)cc1	-5%	·	-5%	·	-3%	-2%	·	·

Other entries follow.
SMILES	Tau ThT inhib	RECQ1 helicase	TRb SRC2 PPI	RGS12 GoLoco inh	Tau FP inhib	TR SRC2 fluor cs	L3MBTL1 block	KDM4E inh
CCOC(=O)CNC(=O)C(CC(C)C)NC(=O)C1CCCCC1 (stereo unspecified)	-2%	14%	4%	7%	0%	-5%	·	4%
CCOc1ccc2nc(NC(=O)c3nc(SC(C)C)ncc3Cl)sc2c1	?	·	1%	·	4%	0%	·	·
O=C(c1sccc1Cl)N1CCN(Cc2ccc3c(c2)OCO3)CC1	-15%	2%	-7%	2%	0%	0%	0%	3%
COc1ccc(-c2cc(=O)c3cc(OC)ccc3[nH]2)cc1	-26%	-2%	0%	-2%	5%	-1%	7%	?
Cc1cc2nc(-c3ccc(SCC(=O)N4CCc5ccccc54)nc3)[nH]c2cc1C	?	-11%	-18%	23%	-12%	4%	-7%	?
CCOc1ccc(-n2c(=O)c3c4c(sc3n(CC(=O)NCc3ccco3)c2=O)CCC4)cc1	12%	i	0%	6%	-6%	3%	-5%	1%
O=C(Cc1cccc2ccccc12)OCn1nnc2ccccc2c1=O	-13%	-3%	-12%	4%	2%	-4%	8%	3%
COc1ccc(C(=O)CN2C(=O)N(c3ccc(C(C)=O)cc3)S(=O)(=O)c3ccccc32)cc1	6%	·	4%	·	-10%	-6%	·	·
O=C(Cn1c(-c2cccs2)cc2cc(F)ccc21)NCCCN1CCN(c2ccccc2F)CC1	-9%	·	0%	·	-13%	?	·	·
CC(C)CCNC(=O)C1CCC(CNS(=O)(=O)c2cccc3nsnc23)CC1 (stereo unspecified)	0%	·	-10%	·	2%	1%	·	·
COc1ccc(-c2nnc(SC3CCOC3=O)n2C2CCCCC2)cc1OC (stereo unspecified)	-5%	-2%	1%	6%	-1%	2%	5%	4%
COc1ccc(N2C(=O)CSC23C(=O)N(Cc2cccc(C(F)(F)F)c2)c2ccccc23)cc1 (stereo unspecified)	?	·	2%	·	-7%	-21%	·	·
CC1(C)CC(=O)C(C=NCCN2CCN(C(=O)c3ccc(F)cc3)CC2)=C(O)C1	-7%	-4%	1%	4%	-7%	4%	1%	0%
COc1ccc(NC(=O)C2CCCN2C(=O)NCc2ccccc2)c(OC)c1 (stereo unspecified)	5%	i	2%	·	5%	2%	1%	7%
COC(=O)c1cc(NC(=O)CSc2nnc(CN3CCOCC3)n2C)ccc1Cl	-1%	-3%	-16%	4%	11%	-1%	·	-5%
COC(=O)c1cc2ccsc2n1Cc1cc(=O)n2ccccc2n1	-4%	0%	-5%	62%[activator]	1%	-1%	-19%	2%
CC(C)Sc1nc2c(c(=O)[nH]1)C(c1cccs1)C1=C(CC(C)(C)CC1=O)N2 (stereo unspecified)	4%	?	-15%	6%	-8%	1%	9%	?
CCOC(=O)c1c(C)oc2nc(C)nc(NCCCN3CCN(c4ccccc4)CC3)c12	?	·	0%	·	?	-17%	·	·
Fc1ccc2nc(Nc3nc4c(s3)CCCC4)sc2c1	?	-17%	-5%	234%[activator]	7%	0%	-3%	?
CCn1c(-c2ccccc2O)n[nH]c1=S	-1%	10%	0%	9%	1%	0%	0%	-15%
COc1ccc(S(=O)(=O)NC(CC(=O)NCCc2ccc(OC)c(OC)c2)c2ccco2)cc1 (stereo unspecified)	-12%	-3%	-15%	-9%	-2%	0%	4%	1%
CCOC(=O)c1ccc(NC(=O)CSc2nc(SC)ns2)cc1	?	i	-9%	8%	?	-2%	·	4%
CCOC(=O)c1c(NC(=O)c2cc(-c3cccc(Cl)c3)on2)sc(C(C)=O)c1C	-10%	·	2%	·	-7%	-2%	·	·

In a second layout: 12 of the compounds above.
Results follow in this order: Tau ThT inhib, RECQ1 helicase, TRb SRC2 PPI, RGS12 GoLoco inh, Tau FP inhib, TR SRC2 fluor cs, L3MBTL1 block, KDM4E inh
> COc1ccc(N2C(=O)CSC23C(=O)N(Cc2cccc(C(F)(F)F)c2)c2ccccc23)cc1 (stereo unspecified)
  ?, ·, 2%, ·, -7%, -21%, ·, ·
> CC1(C)CC(=O)C(C=NCCN2CCN(C(=O)c3ccc(F)cc3)CC2)=C(O)C1
  -7%, -4%, 1%, 4%, -7%, 4%, 1%, 0%
> COc1ccc(NC(=O)C2CCCN2C(=O)NCc2ccccc2)c(OC)c1 (stereo unspecified)
  5%, i, 2%, ·, 5%, 2%, 1%, 7%
> COC(=O)c1cc(NC(=O)CSc2nnc(CN3CCOCC3)n2C)ccc1Cl
  -1%, -3%, -16%, 4%, 11%, -1%, ·, -5%
> COC(=O)c1cc2ccsc2n1Cc1cc(=O)n2ccccc2n1
  -4%, 0%, -5%, 62%[activator], 1%, -1%, -19%, 2%
> CC(C)Sc1nc2c(c(=O)[nH]1)C(c1cccs1)C1=C(CC(C)(C)CC1=O)N2 (stereo unspecified)
  4%, ?, -15%, 6%, -8%, 1%, 9%, ?
> CCOC(=O)c1c(C)oc2nc(C)nc(NCCCN3CCN(c4ccccc4)CC3)c12
  ?, ·, 0%, ·, ?, -17%, ·, ·
> Fc1ccc2nc(Nc3nc4c(s3)CCCC4)sc2c1
  ?, -17%, -5%, 234%[activator], 7%, 0%, -3%, ?
> CCn1c(-c2ccccc2O)n[nH]c1=S
  -1%, 10%, 0%, 9%, 1%, 0%, 0%, -15%
> COc1ccc(S(=O)(=O)NC(CC(=O)NCCc2ccc(OC)c(OC)c2)c2ccco2)cc1 (stereo unspecified)
  -12%, -3%, -15%, -9%, -2%, 0%, 4%, 1%
> CCOC(=O)c1ccc(NC(=O)CSc2nc(SC)ns2)cc1
  ?, i, -9%, 8%, ?, -2%, ·, 4%
> CCOC(=O)c1c(NC(=O)c2cc(-c3cccc(Cl)c3)on2)sc(C(C)=O)c1C
  -10%, ·, 2%, ·, -7%, -2%, ·, ·

Bioassay records from PubChem BioAssay.

The list is partial; rates above refer to the full screens.
